Source: PubChem
BRCA1 expr act: increases BRCA1 expression | MCF7-BRCA1-FFLuc reporter, luminescence, 48 h; response scale: scaled: vehicle 0%, 10 µM genistein 100% | Potency, µM (top dose mostly 46.1 µM), inactives show at the top dose activation, actives largely listed as activators | 380,000 compounds, 1.1% hits | AID 624202; note: nearly all actives have a fitted effect of over 80% in size; some results filed as inactive show a strong effect at the top dose
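First, MCF7-BRCA1-FFLuc cells (2000/well) attach for 2 h; next, compounds are pin-added and incubated 48 h at 37 °C; finally, luciferase reagent is added and luminescence read after 15 min.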
FLuc modulator: firefly luciferase modulation, counter-screen for miR-21 project | P08659 | purified FLuc, Km substrates, luminescence inhibition | Potency, µM (highest dose often 57.5 µM), for the others: top-dose activity change, negative = inhibition, usual class: inhibitors | 360,000 compounds, 6.9% hits;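 note: plate controls were vehicle for no effect and reference inhibitor for full effect; nearly all actives have a fitted effect of over 55% in size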
Target sequence (P08659 whole entry, looked up): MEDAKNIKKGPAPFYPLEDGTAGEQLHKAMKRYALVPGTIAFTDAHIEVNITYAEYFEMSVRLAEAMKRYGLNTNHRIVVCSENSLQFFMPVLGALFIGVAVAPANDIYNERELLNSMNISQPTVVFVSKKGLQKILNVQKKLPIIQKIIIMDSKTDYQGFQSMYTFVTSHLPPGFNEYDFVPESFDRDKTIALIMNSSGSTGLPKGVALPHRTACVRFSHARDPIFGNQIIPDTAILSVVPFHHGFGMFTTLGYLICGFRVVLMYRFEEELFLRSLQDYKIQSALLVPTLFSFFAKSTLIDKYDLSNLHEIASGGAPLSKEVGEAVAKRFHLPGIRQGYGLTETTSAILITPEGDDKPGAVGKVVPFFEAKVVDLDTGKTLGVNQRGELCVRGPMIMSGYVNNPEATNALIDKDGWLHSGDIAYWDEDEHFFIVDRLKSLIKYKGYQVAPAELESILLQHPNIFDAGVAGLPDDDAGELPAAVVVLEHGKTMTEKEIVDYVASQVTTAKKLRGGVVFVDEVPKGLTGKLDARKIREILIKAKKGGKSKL
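Purified P. pyralis luciferase, 10 nM final, with Km-level 10 uM D-luciferin and 10 uM ATP in 50 mM Tris acetate pH 7.5, 10 mM Mg acetate, 0.01% Tween-20, 0.05% BSA; 6-point qHTS titration about 60 µM downward; luminescence read.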
* = called active by the depositor; ? = inconclusive. Calls come from the whole dose curve; as a rule, active = well fitted curve in the direction sought with a large enough effect; inconclusive = small, poorly fitted or top-dose-only effect, or another doubt; inactive = no such curve, though single readings can be large; an effect the other way counts as inactive or inconclusive. Potency is the fitted concentration of half-maximal effect. This is a subset; rates above refer to the full screens.

SMILES	BRCA1 expr act	FLuc modulator
Cc1cc(N2CCC(C(=O)Nc3ccccc3Cl)CC2)n2nc(C)c(-c3ccc(Cl)cc3)c2n1	12%	1%
Cc1ccc(C)c(N2CCN(C(=O)c3ccc4c(=O)n(CCc5ccccc5)c(=O)[nH]c4c3)CC2)c1	0%	0%
COC(=O)c1ccc(OC)c(Cn2c(=O)n(-c3cccc(Cl)c3)c(=O)c3c4c(sc32)CN(C(C)=O)CC4)c1	9%	-2%
CCOCc1ccccc1Nc1ncnc2onc(-c3ccc(Cl)cc3)c12	-13%	4%
COc1cc(OC)c(N(C)C(=O)c2c(C)oc3ncnc(N4CCCCC4)c23)cc1Cl	0%	-8%
COc1ccc(OC)c(NC(=O)c2ccc3c(Cl)c4c(nc3c2)CCCC4)c1	7%	-19%
COc1ccc(NC(=O)Cn2c(=O)n(-c3ccc(OC)c(OC)c3)c(=O)c3ccccc32)cc1	-7%	3%
CCOC(=O)c1oc2ccc(S(=O)(=O)n3nc(-c4ccccc4OC)cc3N)cc2c1C	4%	-2%
CCc1cccc(NC(=O)COC(=O)c2cn(CC)c3nc(C)ccc3c2=O)c1	6%	6%
O=C(OCc1cc(=O)n2nc(-c3cccs3)sc2n1)c1ccccc1Br	0%	0%
CCCn1ccc2c(OCC(=O)Nc3ccccc3OCC)cccc2c1=O	0%	-5%
Cc1nnc(SCC(=O)Nc2ccc(Br)cc2)[nH]c1=O	0%	?
CCc1ccccc1NC(=O)CN(c1cccc(C)c1C)S(C)(=O)=O	1%	0%
Cc1cc(Cl)ccc1OCc1cc(=O)n2c3c(sc2n1)CCCC3	-5%	-4%
Cc1ccc(CN2C(=O)C3(c4ccccc42)N(c2cccc(C(F)(F)F)c2)C(=O)CS3(=O)=O)cc1 (centres undefined)	-18%	2%
COc1cc2nc(NCC(C)c3ccccc3)n3nc(-c4ccccc4)nc3c2cc1OC (centres undefined)	-5%	0%
CCOc1ccc(CCNC(=O)c2ccc3c(Cl)c4c(nc3c2)CCCC4)cc1	-8%	-14%
CCc1ccc(Nc2nc3ccccc3nc2NS(=O)(=O)c2ccccc2)cc1	0%	?
COc1ccccc1NC(=O)Cn1c(SCC(=O)N(C)c2ccccc2)nc2ccccc21	7%	-7%
COc1cc(OC)c(NC(=O)Cn2c(=O)c(C(F)(F)F)nc3ccccc32)cc1Cl	-6%	0%
Cc1nc2c(c(C)c1CCC(=O)NCc1ccccc1)c(=O)n(C)c(=O)n2C	-6%	2%
CC(NC(=O)c1ccc(F)cc1)c1nc2ccccc2[nH]1 (centres undefined)	-4%	1%
COc1ccccc1CN1COc2ccc3c(C)cc(=O)oc3c2C1	18%	-2%
Cc1ccc(-c2noc(-c3ccc(N4CCCC4)c([N+](=O)[O-])c3)n2)cc1	2%	?
COc1cc2c(cc1OC)C(COc1ccccc1OC)N(C(=O)CC(C)C)CC2 (centres undefined)	-23%	-3%
Next section.
SMILES	BRCA1 expr act	FLuc modulator
COc1ccc(Nc2ncc(C(=O)Nc3cc(C)ccc3OC)c3ccccc23)cc1	-69%	7%
Cc1ccc(C)c(CN2C(=O)c3ccccc3S(=O)c3ccc(C(=O)N4CCCCC4)cc32)c1 (centres undefined)	1%	2%
CCOC(=O)N1CCC(NC(=O)c2ccc3c(c2)N(Cc2ccc(Cl)cc2)C(=O)c2ccccc2S3=O)CC1 (centres undefined)	-49%	-2%
Cc1ccccc1C(=O)Nc1nc(-c2nnn(-c3ccc(C(C)C)cc3)c2C)ns1	5%	-6%
CCc1ccc(C(=O)c2cn(CC(=O)Nc3cc(OC)cc(OC)c3)c3ccc(CC)cc3c2=O)cc1	7%	-3%
Cc1ccc(N2C(=O)CS(=O)(=O)C23C(=O)N(C)c2ccccc23)cc1F (centres undefined)	8%	1%
Cc1ccc2c(c1)-c1c(cnc3cc(-c4ccc(Cl)cc4)nn13)CO2	33%	-7%
CCOC(=O)c1cc(S(=O)(=O)N(C)c2ccccc2)[nH]n1	8%	?
CCOC(=O)c1ccc(NC(=O)c2c(N3CCCC3=O)c3cc(OC)ccc3n2C)cc1	0%	-8%
COc1ccc(NC(=O)Cn2c(=O)n(CCCC(=O)NCc3ccccc3Cl)c(=O)c3ccccc32)c(OC)c1	5%	-6%
COC(=O)Cn1c(SCCOc2ccccc2Cl)nc2ccccc21	0%	-7%
COc1ccc(Cl)cc1NC(=O)Cc1ccc(NC(=O)N2CCCCc3ccccc32)cc1	0%	?
CCN(Cc1ccccc1)C(=O)c1c(C)oc2ncn(C)c(=O)c12	2%	-1%
CC1=C(C(=O)OC2CCCCCC2)C(c2c(F)cccc2Cl)CC(=O)N1 (centres undefined)	-14%	?
COc1ccc(Cl)cc1NC(=O)NCCn1c(=O)oc2ccc(C)cc21	-7%	-16%
COc1ccc(CNC(=O)CCCN2C(=O)CSc3c2c(C)nn3-c2ccccc2)cc1	1%	-3%
Cc1ccccc1NC(=O)Cn1c(=O)n(CCC(=O)N2CCc3ccccc3C2)c(=O)c2ccccc21	8%	-8%
CCn1cc(C(=O)NCCCN(CC(C)C)CC(C)C)c(=O)c2cc(S(=O)(=O)N3CCc4ccccc4C3)ccc21	-2%	4%
CCOc1ccc(NC(=O)c2oc3ccccc3c2NC(=O)c2cc(C)cc(C)c2)cc1	0%	4%
Cc1ccc(CN2CCC(CNC(=O)Nc3ccc(C)c(C)c3)C2)cc1 (centres undefined)	-40%	6%
CN(CC(=O)Nc1ccccc1F)S(=O)(=O)c1ccc2c(c1)c(=O)n(C)c(=O)n2C	9%	-2%
CC(C)c1ccc(N2C(=O)CS(=O)(=O)C23C(=O)N(Cc2cccc(F)c2)c2ccccc23)cc1 (centres undefined)	-12%	0%
Cc1cccc(C2CC(=O)Nc3cc4c(cc32)OCO4)c1 (centres undefined)	-48%	-13%
Cc1cc(SCC(=O)Nc2ccc(F)cc2F)nc(=O)[nH]1	0%	-7%
Cc1ccc(CSc2nc3ccc(NC(=O)COc4ccccc4)cc3s2)cc1	7%	2%

Shown with bars between the fields: 21 of the compounds above.
Structure | BRCA1 expr act | FLuc modulator
COc1ccc(Nc2ncc(C(=O)Nc3cc(C)ccc3OC)c3ccccc23)cc1 | -69% | 7%
Cc1ccc(C)c(CN2C(=O)c3ccccc3S(=O)c3ccc(C(=O)N4CCCCC4)cc32)c1 (centres undefined) | 1% | 2%
CCOC(=O)N1CCC(NC(=O)c2ccc3c(c2)N(Cc2ccc(Cl)cc2)C(=O)c2ccccc2S3=O)CC1 (centres undefined) | -49% | -2%
Cc1ccccc1C(=O)Nc1nc(-c2nnn(-c3ccc(C(C)C)cc3)c2C)ns1 | 5% | -6%
CCc1ccc(C(=O)c2cn(CC(=O)Nc3cc(OC)cc(OC)c3)c3ccc(CC)cc3c2=O)cc1 | 7% | -3%
Cc1ccc(N2C(=O)CS(=O)(=O)C23C(=O)N(C)c2ccccc23)cc1F (centres undefined) | 8% | 1%
Cc1ccc2c(c1)-c1c(cnc3cc(-c4ccc(Cl)cc4)nn13)CO2 | 33% | -7%
CCOC(=O)c1cc(S(=O)(=O)N(C)c2ccccc2)[nH]n1 | 8% | ?
CCOC(=O)c1ccc(NC(=O)c2c(N3CCCC3=O)c3cc(OC)ccc3n2C)cc1 | 0% | -8%
COc1ccc(NC(=O)Cn2c(=O)n(CCCC(=O)NCc3ccccc3Cl)c(=O)c3ccccc32)c(OC)c1 | 5% | -6%
COC(=O)Cn1c(SCCOc2ccccc2Cl)nc2ccccc21 | 0% | -7%
COc1ccc(Cl)cc1NC(=O)Cc1ccc(NC(=O)N2CCCCc3ccccc32)cc1 | 0% | ?
CCN(Cc1ccccc1)C(=O)c1c(C)oc2ncn(C)c(=O)c12 | 2% | -1%
CC1=C(C(=O)OC2CCCCCC2)C(c2c(F)cccc2Cl)CC(=O)N1 (centres undefined) | -14% | ?
COc1ccc(Cl)cc1NC(=O)NCCn1c(=O)oc2ccc(C)cc21 | -7% | -16%
COc1ccc(CNC(=O)CCCN2C(=O)CSc3c2c(C)nn3-c2ccccc2)cc1 | 1% | -3%
Cc1ccccc1NC(=O)Cn1c(=O)n(CCC(=O)N2CCc3ccccc3C2)c(=O)c2ccccc21 | 8% | -8%
CCn1cc(C(=O)NCCCN(CC(C)C)CC(C)C)c(=O)c2cc(S(=O)(=O)N3CCc4ccccc4C3)ccc21 | -2% | 4%
CCOc1ccc(NC(=O)c2oc3ccccc3c2NC(=O)c2cc(C)cc(C)c2)cc1 | 0% | 4%
Cc1ccc(CN2CCC(CNC(=O)Nc3ccc(C)c(C)c3)C2)cc1 (centres undefined) | -40% | 6%
CN(CC(=O)Nc1ccccc1F)S(=O)(=O)c1ccc2c(c1)c(=O)n(C)c(=O)n2C | 9% | -2%

Remaining list, next part:
SMILES	BRCA1 expr act	FLuc modulator
CCOC(=O)c1ccc2c(c1)N(C(CC)C(=O)Nc1ccccc1OC)C(=O)c1ccccc1S2 (centres undefined)	-37%	3%
COc1cc(C(=O)Nc2ccc(-n3c(C)nc4ccccc4c3=O)cc2)cc(OC)c1OC	4%	-1%
CCc1cccc(NC(=O)Cn2c(=O)c(C(F)(F)F)nc3ccccc32)c1	-7%	-1%
CCOC(=O)c1cc(S(=O)(=O)Nc2ccc(C)cc2Cl)[nH]n1	-25%	?
CC(C)c1nn2c(=O)cc(COC(=O)c3ccccc3Cl)nc2s1	92%	17µM*
CCOC(=O)c1c(C)[nH]c(C)c1S(=O)(=O)N1CCC(C(=O)Nc2ccccc2CC)CC1	10%	-7%
CCc1ccccc1NC(=O)CSc1nc2c(oc3ccccc32)c(=O)n1C	-7%	1%
CCc1ccc(-n2c(=O)c3sc4ccccc4c3n(CC(=O)NC3CCCCC3)c2=O)cc1	13%	1%
CCOC(=O)c1ccc(NC(=O)C2=C(C)C(=O)OC23CCN(C(C)C)CC3)cc1	-9%	-5%
CCc1ccc(NC(=O)CSc2nc3c(sc4ccccc43)c(=O)n2CCCOC(C)C)cc1	10%	-1%
COc1ccc(OC)c(-c2noc(N3CCN(c4ccc(Cl)cc4)CC3)n2)c1	1%	-1%
CCOC(=O)C1=C(CN2CCN(c3ccccc3OC)CC2)NC(=O)NC1c1ccccc1 (centres undefined)	-15%	-9%
Cc1noc(C)c1S(=O)(=O)N(CC(=O)NCCc1ccc(Cl)cc1)c1ccc(C(C)C)cc1	1%	2%
COc1ccc2c(c1)c1c(c(=O)n(Cc3ccccc3)c(=O)n1CC(=O)Nc1ccc(C)cc1C)n2C	9%	0%
COc1ccc(NC(=O)Cn2c(=O)n(CCCC(=O)NCCc3ccc(C)cc3)c(=O)c3ccccc32)cc1Cl	3%	4%
CCN(CC)c1ccc(NS(=O)(=O)c2ccc(-c3cnc(C4CC4)o3)cc2)c(C)c1	-49%	-16%
CCn1c(SCC(=O)Nc2cc(Cl)ccc2OC)nc2c([nH]c3ccccc32)c1=O	-14%	0%
COc1ccc2c(c1)c1c(c(=O)n(CCc3ccccc3)c(=O)n1Cc1cccc(Cl)c1)n2C	10%	-2%
COc1ccccc1CNc1ccc(-c2nc(-c3cccnc3)no2)cc1[N+](=O)[O-]	-7%	-21%
CCOC(=O)c1c(NC(=O)C(C)Sc2cn(CCNC(=O)c3c(F)cccc3F)c3ccccc23)sc2c1CCC2 (centres undefined)	-26%	3%
COc1ccc(OC)c(CNC(=O)CCc2c(C)nc3c(c2C)c(=O)n(C)c(=O)n3C)c1	2%	1%
Cc1ccc(Cl)cc1N1CCN(S(=O)(=O)c2cn(C)c(C)n2)CC1	-9%	1%
Cc1ccccc1CNC(=O)CCC(=O)N1CC2CCCN2c2ccccc21 (centres undefined)	0%	-8%
CCCCC(CC)CNC(=O)C1CCN(S(=O)(=O)c2cccc3nsnc23)CC1 (centres undefined)	-7%	-6%
Cc1ccc(C(=O)O)cc1NC1(c2ccccc2)C(=O)c2ccccc2C1=O	22%	-19%
Cc1ccc(-c2ccc(=O)n(CC(=O)Nc3ccc(C(C)C)cc3)n2)cc1	-17%	?
CCC(C)NC(=O)Cn1c(=O)n(-c2ccc(OC)c(OC)c2)c(=O)c2ccccc21 (centres undefined)	0%	-2%
Cc1cc(C)c(NC(=O)c2c(C)nn(-c3ccc(F)cc3)c2-n2cccc2)c(C)c1	-1%	-8%
CCCC(=O)Nc1nnc2n1CCS2	0%	-1%
Cc1noc(-c2ccc(N3CCC(C)CC3)c([N+](=O)[O-])c2)n1	?	8.5µM*

Single records, as listed above. Order of screens: BRCA1 expr act | FLuc modulator
CCc1ccc(NC(=O)CSc2nc3c(sc4ccccc43)c(=O)n2CCCOC(C)C)cc1 is entered as 10% | -1%
CC(C)c1nn2c(=O)cc(COC(=O)c3ccccc3Cl)nc2s1 is entered as 92% | 17µM*
